Screening results as filed in PubChem BioAssay.
Diaphorase inh: diaphorase inhibition or chemical oxidation counter-screen; diaphorase resazurin-to-resorufin fluorescence, NADH, 16 min; bacterial (C. kluyveri) enzyme, not human; inhibition, % at 20 µM; 190,000 compounds, 0.69% hits;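 active = primary screen inhibition at 20 µM above a set limit, cut at about 50% in these data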;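 also: plate controls were DMSO with full reaction for no effect and wells lacking NADH for full effect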
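Benchmarks: positive control wells lacking NADH, neutral wells with DMSO only. System: bacterial diaphorase enzyme (C. kluyveri). Input: 0.14 U/mL diaphorase, enzyme working solution. Detection: resorufin fluorescence, excitation 544 nm, emission 590 nm. Times: 16-min room-temperature incubation before reading.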
STAT3 activator: STAT3 signaling activation. U3A cells, IL-6 STAT3-luciferase reporter, luminescence; 100% = signal with IL-6 EC80 alone. activation (% of control), % at 5.6 µM. 190,000 compounds, 0.91% hits. AID 871;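 active = activation above the screen-wide mean of compound activation plus 3 SD, cut at about 130% in these data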;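 also: 0% = background luminescence of wells with medium and substrate only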
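System – human U3A cells carrying STAT3-luciferase construct · Probe or stimulus – Interleukin-6, 33 ng/mL · Schedule – compound 1 h, then IL-6 6 h at 37 °C · Signal – luminescence from STAT3-driven luciferase reporter · Evaluation – percent of IL-6-only median luminescence · Benchmarks – IL-6-only high control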
APP 5UTR inh: APP translation inhibition | SH-SY5Y APP 5'UTR-luciferase reporter, luminescence | 190,000 compounds, 0.82% hits | inhibition, % at 2 µM;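 active = inhibition above a set limit, derived from the sample mean plus 3 SD, cut at about 45% in these data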; also: values of inactives mirror those of a sister screen read the other way
STAT1 inh: reduces IFN-gamma driven STAT1 reporter signal. 200,000 compounds, 0.35% hits. inhibition, % at 5.5 µM. NIH 3T3 STAT1-luciferase reporter, luminescence. AID 920;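 active = inhibition above a set limit, the mean inhibition across all tested compounds plus 3 SD, cut at about 34% in these data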;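 also: 0% = IFN-gamma with DMSO and 100% = IFN-gamma with 300 µM nifuroxazide; values of inactives mirror those of a sister screen read the other way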
Diaphorase act: diaphorase activation or chemical reduction counter-screen; Diaphorase/resazurin coupled assay, resorufin fluorescence, 16 min; hits give high values; 1 = vehicle wells, 0 = NADH-free wells; activation factor at 20 µM; 190,000 compounds, 0.005% hits; AID 1229;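 active = diaphorase activity raised at least twofold by the compound at 20 µM; inactive = activation factor below 2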
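Test system: Clostridium kluyveri diaphorase, purified enzyme; input: enzyme 0.07 U/mL final; buffer or medium: 50 mM HEPES pH 7.4 with 4.542 mM MgCl2, 0.005% Tween 20; also added: 0.114 mM NADH and 0.1 mM resazurin, final amounts; schedule: 16 min enzyme reaction, ambient temperature; technique: fluorescence of resorufin, 544 nm excitation, 590 nm emission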
Hsp70 activator: switches on Hsp70 transcription; HeLa Hsp70 promoter luciferase reporter, luminescence; scaled: vehicle 0, proteasome-inhibitor control 100%; activation, % at 10 µM; 200,000 compounds, 0.04% hits;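 active = activation above the mean across all tested compounds plus 3 SD, cutoff set per campaign, cut at about 5.5% in these data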;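 also: 100% = MG132 at 30 µM as the positive control and 0% = DMSO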
STAT3 blocker: STAT3 signaling inhibition; 190,000 compounds, 0.89% hits; U3A cells, IL-6 STAT3-luciferase reporter, luminescence; host cell line lacks STAT1; inhibition, % at 5.5 µM;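 active = inhibition above the mean inhibition across all screened compounds plus 3 SD, cut at about 44% in these data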;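 also: 0% = DMSO only wells and 100% = 100 µM nifuroxazide control wells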
STAT1 activator: STAT1 signaling activation; activation (% of control), % at 5.5 µM; AID 932; 200,000 compounds, 2.6% hits; NIH 3T3 STAT1-luciferase reporter, IFN-gamma, luminescence; 100% = IFN-gamma alone, no compound;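 active = activation above the screen-wide mean activation plus 3 SD, cut at about 130% in these data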;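 also: raw ratio to IFN-gamma control signal so 100% means no change and 0% no light; values of inactives mirror those of a sister screen read the other way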
TLR4 MyD88 comp: blocks binding of human TLR4 to MyD88; O00206+Q99836; HeLa CL3-4 TLR4/MyD88 BLA complementation, FRET ratio; inhibition, % at 8.4 µM; 200,000 compounds, 0.18% hits; AID 861; in the data active = inhibition above about 25%;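 also: 0% = vehicle and 100% = reference inhibitor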
Target sequence (O00206 whole entry, looked up): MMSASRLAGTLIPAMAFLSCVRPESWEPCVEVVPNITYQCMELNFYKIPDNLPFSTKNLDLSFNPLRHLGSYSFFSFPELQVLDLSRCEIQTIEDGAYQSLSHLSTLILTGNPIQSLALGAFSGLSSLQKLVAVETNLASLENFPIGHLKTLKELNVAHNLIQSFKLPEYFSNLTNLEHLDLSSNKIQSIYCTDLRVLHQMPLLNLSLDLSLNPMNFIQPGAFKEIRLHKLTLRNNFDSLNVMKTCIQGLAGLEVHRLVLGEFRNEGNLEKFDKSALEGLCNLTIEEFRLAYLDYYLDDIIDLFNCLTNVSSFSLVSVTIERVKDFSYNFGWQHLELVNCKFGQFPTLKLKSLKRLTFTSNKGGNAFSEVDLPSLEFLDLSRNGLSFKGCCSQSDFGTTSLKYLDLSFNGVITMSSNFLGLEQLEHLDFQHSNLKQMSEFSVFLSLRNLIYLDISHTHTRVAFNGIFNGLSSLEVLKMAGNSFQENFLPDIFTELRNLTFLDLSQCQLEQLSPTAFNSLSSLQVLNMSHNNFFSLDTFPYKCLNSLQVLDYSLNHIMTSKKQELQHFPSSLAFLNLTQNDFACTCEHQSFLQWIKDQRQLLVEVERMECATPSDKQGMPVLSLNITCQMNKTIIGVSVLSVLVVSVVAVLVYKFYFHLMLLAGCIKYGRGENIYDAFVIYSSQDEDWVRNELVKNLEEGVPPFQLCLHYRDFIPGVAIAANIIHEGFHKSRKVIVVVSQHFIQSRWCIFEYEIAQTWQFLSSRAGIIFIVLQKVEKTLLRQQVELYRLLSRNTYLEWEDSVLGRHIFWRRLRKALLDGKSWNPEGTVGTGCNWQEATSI
Target sequence (Q99836 whole entry, looked up): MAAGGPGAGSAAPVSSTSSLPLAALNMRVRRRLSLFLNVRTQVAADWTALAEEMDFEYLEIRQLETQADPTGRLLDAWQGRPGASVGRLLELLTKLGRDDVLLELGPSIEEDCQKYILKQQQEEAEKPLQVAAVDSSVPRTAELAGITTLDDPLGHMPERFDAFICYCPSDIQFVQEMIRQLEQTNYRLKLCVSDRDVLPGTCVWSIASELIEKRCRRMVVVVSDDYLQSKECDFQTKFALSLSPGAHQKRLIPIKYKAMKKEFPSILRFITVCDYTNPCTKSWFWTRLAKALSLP
G6PDH CS: counter-screen for G6PDH assay hits: L. mesenteroides G6PDH inhibition. Purified L. mesenteroides G6PDH, diaphorase/resazurin coupled fluorescence, 45 min. inhibition, % at 5 µM. 200,000 compounds, 0.12% hits. AID 1020; in the data active = inhibition above about 50%
* = called active by the depositor. Random draw from the library, and some 6.1% of all compounds hit somewhere here.

SMILES	Diaphorase inh	STAT3 activator	APP 5UTR inh	STAT1 inh	Diaphorase act	Hsp70 activator	STAT3 blocker	STAT1 activator	TLR4 MyD88 comp	G6PDH CS
CCCn1c(=O)c2ccccc2n2c(SCCOc3ccccc3F)nnc12	20	90	-4	-1	0.8	-0.4	15	101	-10	-34
Cc1cccc(N2C(=O)CC(c3ccc(F)cc3)C3=C2COC3=O)c1 (centres undefined)	-3	102	-7	7	1	-0.4	1	92	11	2
COc1ccc(S(=O)(=O)N2CCN(C3CCN(Cc4ccccc4)CC3)CC2)cc1	9	103	8	-19	0.9	-0.1	5	117	1	6
Cc1occc1C(=O)Nc1sc2c(c1C(N)=O)CCC(C(C)(C)C)C2 (centres undefined)	12	105	2	1	0.9	-0.5	0	99	-1	4
COc1ccc(/C=N\N=C2/SC(CC(=O)O)C(=O)N2c2ccc(O)cc2)cc1 (centres undefined)	6	107	-8	6	0.9	0.0	4	95	10	5
O=C(c1cc(N2CCCCC2)nc2ccccc12)N1CCOCC1	19	109	-5	-3	0.8	0.1	-5	103	-5	4
COc1ccc(C)cc1NC(=O)COC(=O)c1ccc([N+](=O)[O-])o1	15	99	-2	-3	0.8	0.0	6	102	7	7
Cc1ccc(N2N=C(c3ccc(Br)cc3)CCC2=O)cc1	15	95	13	0	0.8	-0.2	8	100	-8	7
O=C(CCn1cccc1)NCCc1ccc(Cl)cc1	11	102	-1	4	0.9	0.2	2	97	1	-1
CCC(C)NC(=O)N[C@@H](CCSC)C(=O)OC (some centres undefined)	2	100	-4	-4	1	-0.5	3	103	1	15
COc1cccc(C(=O)c2c(C)c(CCC#N)n3ccccc23)c1	25	104	-11	11	0.8	0.2	0	88	5	1
COc1ccc2nc(NC(=O)CSc3nnc(-c4ccoc4C)n3C)sc2c1	23	89	-49	-33	0.8	0.2	17	130*	-2	0
CCN(CC)CCCC(C)NC(=O)c1cccc(S(=O)(=O)N2CCc3ccccc32)c1 (centres undefined)	16	140*	12	0	0.8	0.7	-43	99	-5	4
COc1ccc(NCC(=O)Nc2ccc(Cl)cc2C)c(OC)c1	32	98	5	-1	0.7	0.2	8	101	-10	-13
CCc1ccc(C(C(=O)NC2CCCC2)N(C(=O)/C=C/C(=O)Nc2cc(C)on2)c2ccccc2C)cc1 (centres undefined)	20	105	2	-2	0.8	-0.2	-8	102	2	7
O=C(Nc1ccc2c(c1)OCCO2)C1CCN(S(=O)(=O)c2cccs2)CC1	13	102	5	-7	0.9	-0.5	-2	104	11	1
Cn1c(Cn2cnc3ccccc32)nnc1SCc1ccccc1	6	96	-2	3	0.9	-0.3	7	97	-8	7
Cc1nc2oc3c(NCC4CCCO4)ncnc3c2c2c1COC(C)(C)C2 (centres undefined)	18	94	-9	1	0.8	-0.1	15	99	4	8
CCn1c(SCC(=O)NC2CCCCC2)nnc1-c1cccs1	7	99	14	-4	0.9	-0.2	4	103	-1	14
CCCC1(C(=O)OCC)NC(c2ccc(OC)cc2OC)C2C(=O)N(c3ccc4c(c3)OCCO4)C(=O)C21 (centres undefined)	14	106	16	4	0.9	0.1	-4	100	12	2
O=C(NC1CCCCC1)C1Cc2ccccc2CN1S(=O)(=O)c1ccc(F)cc1 (centres undefined)	21	107	-8	-1	0.8	-0.3	-7	101	-1	3
O=C(Oc1cccc2cccnc12)c1ccc(N2C(=O)C3C4CCC(C4)C3C2=O)cc1 (centres undefined)	28	96	-6	3	0.7	-0.5	3	97	-18	28
COc1ccc2oc(-c3ccc(C)c(NC(=O)CSc4ccc(Cl)cc4)c3)nc2c1	7	108	-19	6	0.9	0.3	2	95	23	-10
Cc1ccc2nc(-c3ccc(S(=O)(=O)N4CCOCC4)cc3)cn2c1	1	91	13	-4	1	-0.4	12	104	9	10
CCC(c1nnnn1Cc1ccccc1)N1CCN(c2ccc(OC)cc2)CC1 (centres undefined)	9	108	-82	2	0.9	-0.2	-8	97	-6	0
Remaining list, next part:
SMILES	Diaphorase inh	STAT3 activator	APP 5UTR inh	STAT1 inh	Diaphorase act	Hsp70 activator	STAT3 blocker	STAT1 activator	TLR4 MyD88 comp	G6PDH CS
CC1CN(C(=O)C(C)Sc2nnnn2C)CC(C)O1 (centres undefined)	1	103	11	-4	1	-0.1	1	104	1	4
CCOC(=O)c1sc2c(c1C)c(=O)c(C(=O)OCC)cn2CC	15	87	29	9	0.8	-0.2	17	92	-8	2
CC1(C)OC(C(=O)NC2CCCCC2)C(C(=O)NC2CCCCC2)O1 (centres undefined)	-10	106	-2	3	1.1	0.0	-4	98	1	11
CCOc1ccc(NC(=O)N2CCC(n3nnc4ccccc43)CC2)cc1	11	107	-5	4	0.9	-0.3	-5	95	2	14
Cc1cccc(C(=O)Nc2nnc(SCC(=O)Nc3ccc4c(c3)oc3ccccc34)s2)c1	2	109	-14	-1	1	-0.3	-12	101	0	-10
COc1ccc(OC)c(-c2csc(NC(=O)C3=NN(c4ccccc4)C(=O)CC3)n2)c1	23	108	5	0	0.8	-0.5	-9	98	-2	3
c1ccc(Cn2nnnc2C(c2cccnc2)N2CCN(c3ccccc3)CC2)cc1 (centres undefined)	7	98	13	-1	0.9	0.0	6	101	-3	1
COc1ccc(/C=C/C(=O)Nc2nc(C)cc(C)n2)cc1OC	7	119	-11	-3	0.9	-0.4	-24	103	12	17
O=C(CCS(=O)(=O)Cc1ccccc1)Nc1ccc2c(c1)OCCO2	6	101	-8	-1	0.9	0.3	1	99	-12	0
CN(C)CC(=O)Nc1cc(C(F)(F)F)ccc1Cl	-7	105	22	-2	1.1	-0.3	-3	105	0	7
Cc1nc(Cl)c(C(=O)Nc2cccc(F)c2)c(C)c1Cl	-4	97	-6	7	1	-0.2	7	92	9	8
O=C(CCC1CCCC1)NC1CCCCC1	9	104	2	-7	0.9	-0.4	2	107	-2	8
CCc1c(C)c(C#N)c2nc3ccccc3n2c1N1CCN(c2cc(C)ccn2)CC1	2	102	16	9	1	-0.3	2	91	0	0
O=S(=O)(Nc1ccccn1)c1cccc(S(=O)(=O)c2ccc(Br)cc2)c1	2	100	-5	8	1	-0.5	3	91	3	16
COc1cccc(NC(=S)NC(C)c2ccc(OC)c(OC)c2)c1 (centres undefined)	6	96	-22	3	0.9	-0.2	13	97	-4	-1
COc1cc(C(c2c(C)[nH][nH]c2=O)c2c(C)[nH][nH]c2=O)ccc1OC(C)C	47	100	0	-3	0.5	-0.1	2	102	-19	-9
O=C(COC(=O)c1n[nH]c2ccccc12)Nc1ccc(Cl)cc1[N+](=O)[O-]	24	117	-13	-9	0.8	0.0	-12	108	-9	8
Cc1cc(C)nc(Sc2ccc3nnc(C(F)(F)C(F)(F)C(F)(F)F)n3n2)n1	15	106	8	-7	0.9	-0.4	-6	107	-11	-15
COc1ccc(-c2cc(C(=O)Nc3nc4ccccc4s3)c3ccccc3n2)cc1OC	19	111	-16	-4	0.8	-0.2	-10	103	-4	5
O=C(Nc1cc(C(F)(F)F)ccc1N1CCCC1)c1cccnc1	15	113	-6	0	0.8	-0.3	-8	100	-39	10
Cc1nc2ccc(NC(=O)c3cc(S(=O)(=O)N(C)c4ccccc4)ccc3Cl)cc2s1	7	56	11	21	0.9	0.3	55*	81	3	2
O=C(Nc1nnc(CSCc2ccc(F)cc2)s1)c1ccc([N+](=O)[O-])cc1	8	109	-6	4	0.9	-0.3	-6	96	0	2
Cc1ccc(Br)cc1S(=O)(=O)N1CCN(c2ccccc2)CC1	13	102	-11	-1	0.9	-0.4	-3	100	-6	6
CCOC1OC(=O)C(Cl)=C1Nc1ccccc1C (centres undefined)	-3	85	-8	5	1	-0.1	17	95	5	-7
Cc1ccc(CC(=O)N2CCOCC2)cc1	13	104	-1	4	0.9	-0.4	-5	97	-5	-9

Looked up one by one from above (six):
SMILES	Diaphorase inh	STAT3 activator	APP 5UTR inh	STAT1 inh	Diaphorase act	Hsp70 activator	STAT3 blocker	STAT1 activator	TLR4 MyD88 comp	G6PDH CS
CN(C)CC(=O)Nc1cc(C(F)(F)F)ccc1Cl	-7	105	22	-2	1.1	-0.3	-3	105	0	7
CCOc1ccc(NC(=O)N2CCC(n3nnc4ccccc43)CC2)cc1	11	107	-5	4	0.9	-0.3	-5	95	2	14
O=C(Nc1cc(C(F)(F)F)ccc1N1CCCC1)c1cccnc1	15	113	-6	0	0.8	-0.3	-8	100	-39	10
COc1cc(C(c2c(C)[nH][nH]c2=O)c2c(C)[nH][nH]c2=O)ccc1OC(C)C	47	100	0	-3	0.5	-0.1	2	102	-19	-9
O=S(=O)(Nc1ccccn1)c1cccc(S(=O)(=O)c2ccc(Br)cc2)c1	2	100	-5	8	1	-0.5	3	91	3	16
COc1cccc(NC(=S)NC(C)c2ccc(OC)c(OC)c2)c1 (centres undefined)	6	96	-22	3	0.9	-0.2	13	97	-4	-1

Carrying on:
SMILES	Diaphorase inh	STAT3 activator	APP 5UTR inh	STAT1 inh	Diaphorase act	Hsp70 activator	STAT3 blocker	STAT1 activator	TLR4 MyD88 comp	G6PDH CS
CC(=O)Nc1cccc(Oc2nc(C)cc(C)c2C#N)c1	10	84	4	1	0.9	-0.1	24	99	-10	12
CCCNC(=O)Cn1cnc([N+](=O)[O-])n1	16	100	-36	-14	0.8	-0.5	-2	112	-5	-12
CSc1c[n+]2c(n1C)CCC2	15	100	1	7	0.8	-0.4	9	94	8	6
O=C(Cc1cccs1)NCc1cccc(CNC(=O)Cc2cccs2)c1	-17	101	8	7	1.2	-0.1	7	94	5	12
O=C(NC1=NCCS1)c1cccc(S(=O)(=O)N2CCc3ccccc32)c1	7	103	-19	8	0.9	-0.4	-1	92	-7	0
Cc1cccc(NC(=O)c2cccnc2)c1	4	88	-6	1	1	0.1	21	99	-3	3
CCN1CCCC1CNC(=O)C(=O)NC(C)C (centres undefined)	-5	98	-8	-1	1	-0.2	8	100	1	11
Cc1ccc(N2CCN(c3ccc(C)cc3)C2c2ccccn2)cc1	6	98	0	-12	0.9	-0.1	8	110	2	4
COc1cccc(C(=O)Nc2ccc(C(F)(F)F)n(C)c2=O)c1	19	84	-136	-25	0.8	-0.4	22	123	-3	3
COc1ccc(OCCN2CCN(C3CC(=O)N(CCC(C)C)C3=O)CC2)cc1 (centres undefined)	-7	93	-4	-3	1.1	0.5	13	103	-13	12
Cc1ccc2nc(-c3ccc(NC(=O)c4cccnc4)cc3)oc2c1	-12	45	-83	5	1.1	-0.1	68*	94	-2	10
O=C(CNCC1CCCCC1)Nc1ccc(OC(F)(F)F)cc1	22	95	-7	3	0.8	-0.1	11	99	3	3
NC(=S)N=Nc1c(O)[nH]c2ccccc12	18	96	11	-7	0.8	-0.2	13	106	5	-3
Cc1ccc(NS(=O)(=O)c2ccc(NC(=O)[C@@H]3CCCC[C@@H]3C(=O)O)cc2)c(C)c1	4	95	-11	7	1	-0.3	15	92	4	7
